# Compound activity: PubChem, National Center for Advancing Translational Sciences (NCATS)
# EPAC2 antagonist: blocks human EPAC2 exchange factor. Q8WZA2. AID 720708. Potency, µM (highest dose often 114 µM), without a hit: at the top dose activity, negative = inhibition, actives largely listed as inhibitors. EPAC2 GEF exchange of Rap1B-BODIPY-GDP, fluorescence. actives 0.18% (n = 360,000); also: potency is read from the fitted curve at half-maximal effect; % is scaled to controls: 0 for no effect and ±100 for the full control effect; nearly all actives have a fitted effect of over 45% in size; many of its hits are not listed in these tables
# PLK1 PBD block: PLK1 (human) polo-box domain binding inhibition; P53350; Plk1 PBD binding of FITC phosphopeptide, fluorescence polarization; Potency, µM, for inactives: max response, negative = inhibition, usual class: inhibitors; actives 2.8% (n = 360,000); also: potency is read from the fitted curve at half-maximal effect; series mostly up to about 57 µM; % is scaled to controls: 0 for no effect and ±100 for the full control effect; nearly all actives have a fitted effect of over 65% in size
# WRN inhibitor: WRN helicase (human) inhibition. AID 651768. WRN helicase unwinding, fluorescent forked duplex, kinetic. actives 0.46% (n = 360,000). Potency, µM (doses to about 114 µM), inactives show at the highest dose activity change, negative = inhibition, most hits filed as inhibitors; also: potency is read from the fitted curve at half-maximal effect; % is scaled to controls: 0 for no effect and ±100 for the full control effect; nearly all actives have a fitted effect of over 55% in size
#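 Fluorescence dequenching readout, ex 525 nm/em 598 nm, kinetic mode: forked duplex DNA (100 nM final) with adjacent fluorophore and quencher unwound by WRN (20 nM final) with 2 mM ATP. Compound preincubation 15 min, room temperature.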
# EPAC1 antagonist: antagonists of human EPAC1 | O95398 | EPAC1 GEF assay, Rap1b-BODIPY-GDP exchange fluorescence | Potency, µM (top dose mostly 115 µM), without a hit: at the highest dose activity change, negative = inhibition, actives largely listed as inhibitors | actives 0.14% (n = 360,000) | AID 720709;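 also: potency is read from the fitted curve at half-maximal effect; plate controls were vehicle for no effect and positive control for full effect; nearly all actives have a fitted effect of over 50% in size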
# Target sequence (O95398 whole entry, looked up): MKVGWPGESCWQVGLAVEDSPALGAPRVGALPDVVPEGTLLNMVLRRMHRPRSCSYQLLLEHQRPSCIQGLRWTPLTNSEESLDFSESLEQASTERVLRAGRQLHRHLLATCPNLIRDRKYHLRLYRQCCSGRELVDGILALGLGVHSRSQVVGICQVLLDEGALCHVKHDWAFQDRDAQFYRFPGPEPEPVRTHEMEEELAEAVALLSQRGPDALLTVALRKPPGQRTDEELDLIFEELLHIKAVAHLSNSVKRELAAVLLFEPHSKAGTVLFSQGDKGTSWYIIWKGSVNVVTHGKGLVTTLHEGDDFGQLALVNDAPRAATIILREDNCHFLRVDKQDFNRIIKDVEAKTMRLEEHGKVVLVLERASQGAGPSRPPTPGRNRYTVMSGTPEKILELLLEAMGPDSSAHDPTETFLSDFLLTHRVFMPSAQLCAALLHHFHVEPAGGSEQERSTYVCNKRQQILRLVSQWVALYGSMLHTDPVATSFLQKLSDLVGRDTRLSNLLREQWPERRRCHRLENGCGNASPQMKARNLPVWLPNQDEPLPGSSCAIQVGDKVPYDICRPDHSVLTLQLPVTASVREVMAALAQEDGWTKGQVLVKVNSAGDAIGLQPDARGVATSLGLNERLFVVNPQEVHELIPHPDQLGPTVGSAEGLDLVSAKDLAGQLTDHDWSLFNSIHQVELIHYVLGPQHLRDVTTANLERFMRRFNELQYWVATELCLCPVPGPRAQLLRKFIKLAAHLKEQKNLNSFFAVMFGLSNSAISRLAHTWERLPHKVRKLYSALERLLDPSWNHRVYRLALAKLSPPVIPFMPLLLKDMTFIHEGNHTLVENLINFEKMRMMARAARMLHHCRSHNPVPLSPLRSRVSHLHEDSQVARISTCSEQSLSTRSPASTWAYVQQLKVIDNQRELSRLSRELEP
# EPAC1 agonist: EPAC1 (human) agonism; O95398; EPAC1 agonist qHTS, biochemical assay; response scale: 100% = response to 6.5 mM cAMP; Potency, µM (highest dose often 154 µM), without a hit: top-dose activation, most hits filed as activators; actives 0.073% (n = 360,000); also: potency is read from the fitted curve at half-maximal effect; nearly all actives have a fitted effect of over 60% in size
#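 Compounds were pinned as a concentration titration into mixtures of EPAC1 (100 nM), BODIPY-GDP-loaded Rap1B (250 nM) and GDP (50 uM). After 5 min at room temperature, fluorescence was followed for 30 min; activity was scaled to 6.5 mM cAMP.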
# CCT chaperon mod: cytosolic chaperonin activity modulation; purified chaperonin ATPase assay, HTRF ADP detection, 30 min; activity change, % (no concentration beside the values), hits read low; actives 0.3% (n = 360,000); AID 651819; in the data active = activity change below about -30%; also: % is scaled to controls: 0 for no effect and ±100 for the full control effect
#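 Nucleotide hydrolysis assay: TRiC at 20–40 nM final (set by batch activity) with 10 uM ATP, 30 min at 37 °C, in presence of 76 uM compound. Detection by competitive ADP HTRF, 30 min ambient.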
# PI5P4K alpha inh: blocks human PI5P4K alpha kinase activity; PI5P4Kalpha enzyme, ADP-Glo luminescence, 60 min; active compounds read low; max response, %; actives 1.2% (n = 330,000); AID 652105; active = max response of -50% or lower; inconclusive = between -30% and -50%; inactive = -30% or higher; also: value at the top dose of about 77 µM; % is scaled to controls: 0 for no effect and ±100 for the full control effect
#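 Human PI5P4Kalpha with substrate in 0.038 M HEPES pH 7.4, 0.28 mM EGTA, 0.1% CHAPS, 5% DMSO; reaction started with 5 microM ATP (final), 60 min at room temperature. ADP formed read by ADP-Glo luminescence.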
# MmCpn inh: blocks the Methanococcus maripaludis chaperonin Mm-Cpn; purified Mm-Cpn ATPase, ADP Transcreener TR-FRET; Potency, µM (doses to about 76.9 µM), for inactives: at the highest dose activity, negative = inhibition, actives largely listed as inhibitors; actives 0.031% (n = 330,000); AID 504842; also: potency is read from the fitted curve at half-maximal effect; % is scaled to controls: 0 for no effect and ±100 for the full control effect; nearly all actives have a fitted effect of over 80% in size
#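 ATPase turnover read by TR-FRET ADP competition (Eu cryptate antibody/ADP-d2, 665/590 nm): 10uM ATP final, 25nM Mm-CPN final, 30 min 37degC after 10-min compound preincubation, pH 7.4 Tris/KCl/MgCl2/DTT buffer.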
# Numbers without * were called inactive; u = inconclusive; x = no result given; [ ] = another dose, or the depositor's remark. Unless noted, calls follow the shape of the dose curve; as a rule, active = well fitted curve in the direction sought with a large enough effect; inconclusive = small, poorly fitted or top-dose-only effect, or another doubt; inactive = no such curve, though single readings can be large; an effect the other way counts as inactive or inconclusive. Not all compounds are listed (hit frequency here may not be typical).
SMILES,EPAC2 antagonist,PLK1 PBD block,WRN inhibitor,EPAC1 antagonist,EPAC1 agonist,CCT chaperon mod,PI5P4K alpha inh,MmCpn inh
COCCN(C(=S)Nc1ccc(C(C)C)cc1)C(C)c1cccs1 (centres undefined),5%,0%,-2%,-12%,2%,-0.3,1,0%
Cc1ccccc1/C=C\c1nc2ccccc2c(=O)n1Cc1ccccc1,-3%,0%,-16%,9%,24%,-1.2,9,1%
Cc1ccc(Cl)cc1NC(=O)COC(=O)Cn1cnc2c1c(=O)n(C)c(=O)n2C,-4%,-26%,-13%,u,-4%,1.5,4,4%
O=C(c1cccc(F)c1)N1CCN(c2ccc([N+](=O)[O-])c(N3CCOCC3)c2)CC1,0%,-13%,-17%,-22%,-10%,-2.1,0,1%
CCOC(=O)C1CCCN1C(=O)c1ccc(OC)c(Br)c1 (centres undefined),5%,-7%,-3%,-5%,1%,2.1,1,1%
O=C(O)CSc1cc(C(=O)c2ccccc2O)cn2c(=O)c3c4c(sc3nc12)CCCC4,0%,u,45µM*,u,u,-2.4,u,-2%
Cc1ccc(S(=O)(=O)N2CCC(C(=O)NCCC3=CCCCC3)CC2)c(C)c1,-4%,-16%,-10%,-11%,9%,-5.7,-3,1%
COC(=O)c1ccc(NC(=O)CN(C)S(=O)(=O)c2ccc(OC)c(C)c2)cc1,-2%,0%,-7%,-5%,11%,0.7,x,0%
O=C(Nc1ccncc1)c1cc(-c2ccccn2)nc2ccccc12,11%,-6%,-5%,-11%,-2%,-1.1,-9,-8%
CN(C)c1ccc(NC(=O)C(=O)NCCOc2ccccc2)cc1,11%,-12%,-9%,1%,8%,0.8,9,0%
CCOC(=O)N1CCN(C(=O)CS(=O)(=O)c2cn(Cc3ccccc3C)c3ccccc23)CC1,-2%,-6%,0%,-12%,-10%,-1.8,-3,-8%
CCOC(=O)C1C(c2ccccc2)N(C)OC1(O)C(F)(F)F (centres undefined),3%,2%,7%,8%,-7%,1.5,7,-1%
Cc1ccnc(NC(=O)c2ccc(Cl)c(NC(=O)C(C)Oc3ccccc3)c2)c1 (centres undefined),-4%,-2%,-5%,-5%,7%,-1.5,7,-3%
COc1ccc(-c2oc3cc(O)c(OC)c(O)c3c(=O)c2OC)cc1O,-1%,-12%,-24%,6%,7%,-0.7,5,x
[O-][n+]1c2ccccc2[n+]([O-])c2cc(O)ccc21,-15%,u,u,u,-7%,0.6,-54*,u
Cc1cccc(OCC(=O)Nc2nnc(-c3ccco3)s2)c1,9%,-14%,-20%[57.1 µM],-4%,0%,1.1,-17,-16%
O=C(NC1CC1)C1CCCN1S(=O)(=O)c1ccc2ccccc2c1 (centres undefined),16%,3%,5%,7%,-2%,0.7,-1,2%
CCOCCN(C(=O)COC)c1cccc(OC)c1,-1%,-23%,-6%,-10%,7%,-0.7,2,0%
COc1ccc(NC(=O)CN2CCN(C(=O)N3CCOCC3)CC2)cc1,3%,-15%,5%[57.1 µM],7%,11%,-2.5,-1,0%
Cc1cccc(OCC(=O)OCC(=O)c2c(N)n(C)c(=O)n(C)c2=O)c1C,-9%,-10%,2%,-7%,0%,-1.0,5,2%
CCOc1ccc(NC(=O)c2ccc(N3CC4CC(C3)c3cccc(=O)n3C4)c(NC(=O)c3ccncc3)c2)cc1 (centres undefined),2%,0%,-3%[57.1 µM],3%,-1%,-2.6,5,2%
CC(=O)OCC(=O)[C@@]1(O)CC[C@H]2[C@@H]3CCC4=CC(=O)C=C[C@]4(C)[C@H]3C(=O)C[C@@]21C,6%,-4%,4%,-1%,-7%,0.4,2,2%
CCC(=O)N/C(=N\OCc1ccc(F)cc1)c1nonc1NC(=O)CC,1%,-6%,-6%,-1%,9%,-1.8,x,2%
O=C(CCC1CCCC1)N=C1SC2CS(=O)(=O)CC2N1c1ccccc1F (centres undefined),0%,-3%,1%,-5%,-4%,-2.4,8,0%
Cc1ccc(-c2csc(NC(=O)C3CSC4(C)CCC(=O)N34)n2)cc1 (centres undefined),11%,-8%,8%,1%,1%,-0.6,-6,-3%

# More entries:
SMILES,EPAC2 antagonist,PLK1 PBD block,WRN inhibitor,EPAC1 antagonist,EPAC1 agonist,CCT chaperon mod,PI5P4K alpha inh,MmCpn inh
Cc1ccc(SCCNC(=O)c2ccc(C)c(S(=O)(=O)Nc3ccccc3C)c2)cc1,-1%,1%,-23%,-10%,16%,1.2,x,-6%
COc1ccc2oc(C(=O)N3CCN(S(=O)(=O)c4ccc(F)cc4)CC3)c(C)c2c1,-14%,7%,0%,-7%,13%,-3.5,-3,-3%
CCOCC(=O)Nc1ccc([N+](=O)[O-])cc1C,-7%,-18%,10%,6%,7%,0.4,-15,1%
CCOC(=O)c1ccc(S(=O)(=O)N2CCN(C/C=C/c3ccccc3)CC2)cc1,4%,3%,-1%,-7%,4%,-2.8,4,0%
O=C(Nc1cccc(O)c1)C(=O)Nc1ccccn1,17%,4%,-9%,8%,3%,1.8,u,-21%
CC(C)NC(=O)NC(=O)COC(=O)c1cc(S(=O)(=O)N2CCCCC2)ccc1N1CCOCC1,2%,-2%,-2%,10%,-5%,1.0,3,-3%
CCCCn1c(N)c(N(CCOC)C(=O)COC(=O)COc2ccccc2C#N)c(=O)[nH]c1=O,-2%,1%,-5%,-11%,0%,-2.9,-1,-2%
COC(=O)c1cc(S(=O)(=O)N(C)c2ccc(C)c(C)c2)c[nH]1,u,-6%,-9%,-1%,6%,0.9,-1,-1%
COc1ccccc1CCc1nnc(N)s1,-2%,4%,-2%,12%,6%,-2.3,-3,0%
CCOc1ccc(/C=C(\C(=O)O)c2ccc(S(=O)(=O)N3CCOCC3)s2)cc1OC,3%,-7%,-10%,-16%,2%,-5.8,-1,1%
O=S(=O)(Oc1ccccc1C(=S)N1CCOCC1)c1ccc(Cl)cc1,-3%,u,-27%,-5%,17%,-3.2,-5,-2%
COc1cc(/C=C/C(=O)OCC(=O)N(CC(C)C)c2c(N)n(Cc3ccccc3)c(=O)[nH]c2=O)ccc1O,12%,-1%,-1%,5%,-7%,-4.5,1,x
NC(=O)CC(NC(=O)c1cccc(Br)c1)c1ccc(N2CCC(N3CCCC3)CC2)c([N+](=O)[O-])c1 (centres undefined),1%,-7%,5%,4%,-20%,-1.2,-3,0%
CC(C)C(=O)N(c1ccc2oc(=O)sc2c1)S(=O)(=O)c1cccs1,-3%,-30%,u,3%,13%,0.4,-21,-1%
C=CCn1c(=O)c2ccccc2n2c(SCC(=O)N(C)C)nnc12,-4%,-6%,15%,-5%,4%,-2.6,-1,0%
CCOC(=O)c1c(-n2cccc2)sc2c1CCCC2=O,3%,-8%,-5%,5%,-6%,-3.6,3,-14%
C/C(=N\Nc1nc2ccccc2[nH]1)c1cccs1,-8%,-7%,-13%,-12%,10%,-6.8,-4,-5%
CCCc1cc(-c2nc(N)ncc2-c2csc(C)n2)c(O)cc1OC,-6%[57.1 µM],-3%,-1%,-15%,-5%,1.2,3,-4%
O=C1CCC(C(=O)N2CCSCC2)CN1CCc1ccccc1 (centres undefined),-1%,-22%,-8%,4%,8%,2.2,3,4%
COc1ccc(C2CC(C)=NN2C=O)cc1OC (centres undefined),5%,-7%,-4%,-5%,2%,-1.3,-5,1%
O=[N+]([O-])c1cnc(Sc2ccncn2)c([N+](=O)[O-])c1,0%,1.2µM*,-27%,1%,-17%,-2.4,-74*,x
CCOC(=O)Cc1csc(NC(=O)CN2CCOCC2)n1,7%,-22%,10%,-10%,-3%,0.2,0,-1%
CCCCNC(=O)NS(=O)(=O)c1ccc(C)cc1,17%,3%,5%,2%,-7%,1.0,4,0%

# Reformatted with values under each structure: entries from further up
# Results follow in this order: EPAC2 antagonist | PLK1 PBD block | WRN inhibitor | EPAC1 antagonist | EPAC1 agonist | CCT chaperon mod | PI5P4K alpha inh | MmCpn inh
- CCOc1ccc(/C=C(\C(=O)O)c2ccc(S(=O)(=O)N3CCOCC3)s2)cc1OC
  3% | -7% | -10% | -16% | 2% | -5.8 | -1 | 1%
- O=S(=O)(Oc1ccccc1C(=S)N1CCOCC1)c1ccc(Cl)cc1
  -3% | u | -27% | -5% | 17% | -3.2 | -5 | -2%
- COc1cc(/C=C/C(=O)OCC(=O)N(CC(C)C)c2c(N)n(Cc3ccccc3)c(=O)[nH]c2=O)ccc1O
  12% | -1% | -1% | 5% | -7% | -4.5 | 1 | x
- NC(=O)CC(NC(=O)c1cccc(Br)c1)c1ccc(N2CCC(N3CCCC3)CC2)c([N+](=O)[O-])c1 (centres undefined)
  1% | -7% | 5% | 4% | -20% | -1.2 | -3 | 0%
- CC(C)C(=O)N(c1ccc2oc(=O)sc2c1)S(=O)(=O)c1cccs1
  -3% | -30% | u | 3% | 13% | 0.4 | -21 | -1%
- C=CCn1c(=O)c2ccccc2n2c(SCC(=O)N(C)C)nnc12
  -4% | -6% | 15% | -5% | 4% | -2.6 | -1 | 0%
- CCOC(=O)c1c(-n2cccc2)sc2c1CCCC2=O
  3% | -8% | -5% | 5% | -6% | -3.6 | 3 | -14%
- C/C(=N\Nc1nc2ccccc2[nH]1)c1cccs1
  -8% | -7% | -13% | -12% | 10% | -6.8 | -4 | -5%
- CCCc1cc(-c2nc(N)ncc2-c2csc(C)n2)c(O)cc1OC
  -6%[57.1 µM] | -3% | -1% | -15% | -5% | 1.2 | 3 | -4%
- O=C1CCC(C(=O)N2CCSCC2)CN1CCc1ccccc1 (centres undefined)
  -1% | -22% | -8% | 4% | 8% | 2.2 | 3 | 4%
- COc1ccc(C2CC(C)=NN2C=O)cc1OC (centres undefined)
  5% | -7% | -4% | -5% | 2% | -1.3 | -5 | 1%
- O=[N+]([O-])c1cnc(Sc2ccncn2)c([N+](=O)[O-])c1
  0% | 1.2µM* | -27% | 1% | -17% | -2.4 | -74* | x
- CCOC(=O)Cc1csc(NC(=O)CN2CCOCC2)n1
  7% | -22% | 10% | -10% | -3% | 0.2 | 0 | -1%
- CCCCNC(=O)NS(=O)(=O)c1ccc(C)cc1
  17% | 3% | 5% | 2% | -7% | 1.0 | 4 | 0%
